Screening results as filed in PubChem BioAssay.
Tau fibril ThT = qHTS for Inhibitors of Tau Fibril Formation, Thioflavin T Binding; AID 1460, 2008; 270,000 tested, 2.1% active; Microtubule-associated protein tau (Homo sapiens), P10636; Potency, µM (doses to about 57.4 µM), for the others: at the top dose activity, negative = inhibition, most hits filed as inhibitors; recombinant tau K18 P301L, heparin-induced fibrillization, ThT fluorescence; note: % is set by controls: 0 for no effect and ±100 for the full control effect; nearly all actives have a fitted effect of over 55% in size
Target sequence (P10636 561-689 P618L limits assumed): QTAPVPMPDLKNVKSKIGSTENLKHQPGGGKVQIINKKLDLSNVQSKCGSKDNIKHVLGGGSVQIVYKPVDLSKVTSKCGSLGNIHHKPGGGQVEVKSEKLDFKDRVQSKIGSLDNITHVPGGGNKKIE
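Heparin-induced fibrillization of the P301L-mutant K18 repeat-domain fragment of human tau was followed by ThT binding in quantitative high-throughput format.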
RECQ1 inh = qHTS Assay for Inhibitors of RecQ-Like Dna Helicase 1 (RECQ1). ATP-dependent DNA helicase Q1 (Homo sapiens), P46063. RECQ1 DNA unwinding, red fluorescence kinetic read. Potency, µM (top dose mostly 57.3 µM), without a hit: at the highest dose activity, negative = inhibition, actives largely listed as inhibitors. 240,000 tested, 0.54% active. AID 2549, 2010;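 note: plate controls were vehicle for no effect and no enzyme for full effect; nearly all actives have a fitted effect of over 30% in size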
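50 nM RECQ1T1 preincubated 15 min with compound in Tris pH 8.0 buffer with MgCl2, DTT, Tween-20 and 2.5 ug/ml poly(dI-dC); started with 200 nM TAMRA/BHQ-2 forked duplex and 2 mM ATP. Unwinding read as fluorescence (525/598 nm), two reads 2 h apart.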
HTT ATP protect = qHTS Multiplex Assay to Identify Dual Action Probes in a Cell Model of Huntington: Cytoprotection (ATP). 230,000 tested, 0.14% active. PC12 HTT-Q103 induced, cytoprotection, ATP luminescence, 40 h. Potency, µM (highest dose often 56.4 µM), without a hit: cytoprotection (ATP increase), actives largely listed as activators. AID 1471, 2008;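 note: % of control where 0% means no effect; nearly all actives have a fitted effect of over 45% in size; toxic huntingtin expression switched on by the ecdysone agonist tebufenozide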
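Huntington model: PC12 line, ecdysone-inducible HTTQ103 exon1–GFP, tebufenozide 100 nM. Test articles in a dose series. Endpoint luminescence from cellular ATP.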
TRb SRC2 PPI = qHTS for Inhibitors of the Interaction of Thyroid Hormone Receptor and Steroid Receptor Coregulator 2 | Thyroid hormone receptor beta (Homo sapiens), P10828 | Potency, µM (top dose mostly 106 µM), for inactives: top-dose activity change, negative = inhibition, hits mostly inhibitors | AID 1469, 2008 | 280,000 tested, 0.065% active | TRbeta-SRC2 peptide binding, fluorescence polarization; receptor liganded with 1 µM T3;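 note: plate controls were bound peptide for no effect and peptide without receptor for full effect; nearly all actives have a fitted effect of over 50% in size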
Target sequence (P10828 whole entry, looked up): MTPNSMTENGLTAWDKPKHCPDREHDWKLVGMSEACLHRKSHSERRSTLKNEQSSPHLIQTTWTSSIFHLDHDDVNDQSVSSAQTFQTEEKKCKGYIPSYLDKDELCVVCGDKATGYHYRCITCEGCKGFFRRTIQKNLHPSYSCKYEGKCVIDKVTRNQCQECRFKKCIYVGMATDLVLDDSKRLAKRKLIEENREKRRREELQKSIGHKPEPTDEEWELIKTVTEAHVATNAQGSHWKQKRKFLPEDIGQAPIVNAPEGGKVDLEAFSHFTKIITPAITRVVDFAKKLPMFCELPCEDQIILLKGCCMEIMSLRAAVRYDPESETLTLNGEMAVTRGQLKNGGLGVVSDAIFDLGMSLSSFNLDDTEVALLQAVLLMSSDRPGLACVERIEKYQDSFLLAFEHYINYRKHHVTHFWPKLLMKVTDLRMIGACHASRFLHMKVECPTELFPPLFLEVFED
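Fluorescence polarization of 20 nM Texas Red SRC2 peptide (20-aa NR interaction domain) bound to 0.6 uM human TRb ligand-binding domain, with 1 uM T3, after 5 hr at ambient temperature; inhibition seen as decreased polarization.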
TexasRed fluor = Total Fluorescence Counterscreen for Inhibitors of the Interaction of Thyroid Hormone Receptor and Steroid Receptor Coregulator 2 | TRb/SRC2 Texas Red total fluorescence interference | Potency, µM (highest dose often 106 µM), inactives show at the highest dose fluorescence change, negative = quenching | 280,000 tested, 0.29% active | AID 1479, 2009; active = well fitted curve in either direction with a large enough effect; inconclusive = small, poorly fitted or top-dose-only effect; note: % is set by controls: 0 for no effect and ±100 for the full control effect
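Human TRb ligand-binding domain at 0.6 uM with 20 nM Texas Red SRC2 peptide in Tris buffer containing 1 uM T3 and 5% DMSO, incubated with compound 5 h at ambient temperature. Total fluorescence (555/632 nm) calculated as parallel + 2 × perpendicular.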
L3MBTL1 inh = qHTS Assay for the Inhibitors of L3MBTL1; Lethal(3)malignant brain tumor-like protein 1 (Homo sapiens), Q9Y468; AlphaScreen L3MBTL1–H3K9me1 peptide binding; Potency, µM (top dose mostly 57.1 µM), for the others: at the top dose activity, negative = inhibition, usual class: inhibitors; 230,000 tested, 0.66% active; AID 485360, 2010; note: % is set by controls: 0 for no effect and ±100 for the full control effect; nearly all actives have a fitted effect of over 60% in size
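AlphaScreen assay: L3MBTL1 (50 nM final) was preincubated 30 min at room temperature with biotinylated H3(1-15)K9me1 peptide (75 nM final), then 30 min with library compounds; streptavidin donor and nickel chelate acceptor beads (10 ug/mL final) added, 30 min dark.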
Tau fibril FP = qHTS for Inhibitors of Tau Fibril Formation, Fluorescence Polarization. K18 P301L tau heparin fibrillization, Alexa594 FP, 6 h. Potency, µM (highest dose often 57.7 µM), for inactives: at the top dose activity, negative = inhibition, hits mostly inhibitors. 280,000 tested, 0.39% active. AID 1468, 2008; note: % is set by controls: 0 for no effect and ±100 for the full control effect; nearly all actives have a fitted effect of over 55% in size
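Heparin (20 uM) drove fibril formation of recombinant tau K18 P301L, 15 uM unlabeled with 0.24 uM Alexa 594 label, for 6 hr at 37 C in 100 mM sodium acetate pH 7. Fluorescence polarization (555/632 nm) read 1 hr after 30 uM ThT.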
Tau fluor cs = Counterscreen qHTS for Inhibitors of Tau Fibril Formation, Fluorescence Polarization; Potency, µM (doses to about 57.7 µM), without a hit: at the top dose activity change, negative = decrease; tau K18 P301L Alexa594 fluorescence, heparin fibrillization; 280,000 tested, 0.93% active; note: % is set by controls: 0 for no effect and ±100 for the full control effect; nearly all actives have a fitted effect of over 55% in size
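Human tau K18 P301L (15 uM unlabeled, 0.24 uM Alexa 594-labeled) in 100 mM sodium acetate pH 7 with 20 uM heparin, 6 hr at 37 C. ThT 30 uM added, 1 hr ambient; Alexa 594 FP and total fluorescence read at 555/632 nm.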
Active calls of the source: *; [ ] = another dose, or the depositor's remark. Unless noted, calls come from the whole dose curve; as a rule, active = well fitted curve in the direction sought with a large enough effect; inconclusive = small, poorly fitted or top-dose-only effect, or another doubt; inactive = no such curve, though single readings can be large; an effect the other way counts as inactive or inconclusive. Potency is the fitted concentration of half-maximal effect. An excerpt (hit frequency here may not be typical).

Start of the listing, in advance (3 entries):
Screening C/C(=N\NC(=O)c1c(Br)cnn1C)c1ccc(NC(=O)c2ccc(F)cc2)cc1 returned Tau fibril ThT -13%, RECQ1 inh inactive, TRb SRC2 PPI -2%, TexasRed fluor 0%, L3MBTL1 inh 2%, Tau fibril FP -2% and Tau fluor cs 11%.
`S=C(N/N=C/c1ccc(Cl)c(Cl)c1)Nc1ccccc1Cl` gave Tau fibril ThT -16%, RECQ1 inh inactive, TRb SRC2 PPI 1%, TexasRed fluor -5%, L3MBTL1 inh 1%, Tau fibril FP inconclusive and Tau fluor cs -28%.
COc1ccc(CCN2C(=O)CC(C(N)=O)SC2=Nc2ccccc2)cc1OC (stereo unspecified) was read as Tau fibril ThT -20%, RECQ1 inh -12%, HTT ATP protect 2%[10 µM], TRb SRC2 PPI 2%, TexasRed fluor -2%, L3MBTL1 inh -3%, Tau fibril FP -5% and Tau fluor cs -12%.

Results, from the start:
Screening C/C(=N\NC(=O)c1c(Br)cnn1C)c1ccc(NC(=O)c2ccc(F)cc2)cc1 returned Tau fibril ThT -13%, RECQ1 inh inactive, TRb SRC2 PPI -2%, TexasRed fluor 0%, L3MBTL1 inh 2%, Tau fibril FP -2% and Tau fluor cs 11%.
`S=C(N/N=C/c1ccc(Cl)c(Cl)c1)Nc1ccccc1Cl` gave Tau fibril ThT -16%, RECQ1 inh inactive, TRb SRC2 PPI 1%, TexasRed fluor -5%, L3MBTL1 inh 1%, Tau fibril FP inconclusive and Tau fluor cs -28%.
COc1ccc(CCN2C(=O)CC(C(N)=O)SC2=Nc2ccccc2)cc1OC (stereo unspecified) was read as Tau fibril ThT -20%, RECQ1 inh -12%, HTT ATP protect 2%[10 µM], TRb SRC2 PPI 2%, TexasRed fluor -2%, L3MBTL1 inh -3%, Tau fibril FP -5% and Tau fluor cs -12%.
`CC(=O)c1c(C)[nH]c(C2=NNC(=NC(C)(C)C)SC2)c1C` gave Tau fibril ThT inconclusive, RECQ1 inh -12%, HTT ATP protect -21%, TRb SRC2 PPI -13%, TexasRed fluor 2%, L3MBTL1 inh -2%, Tau fibril FP inconclusive and Tau fluor cs -27%.
CCOC(=O)c1[nH]c2ccccc2c1NC(=O)C(CC)CC was read as Tau fibril ThT -3%, RECQ1 inh -1%, HTT ATP protect -15%, TRb SRC2 PPI -1%, TexasRed fluor -4%, L3MBTL1 inh 0%, Tau fibril FP 4% and Tau fluor cs -1%.
Screening CC(C)N(Cc1nc(-c2ccc(Cl)cc2)no1)Cc1nccn1C returned Tau fibril ThT -6%, RECQ1 inh inactive, HTT ATP protect 3%[10 µM], TRb SRC2 PPI 3%, TexasRed fluor -1%, L3MBTL1 inh inconclusive, Tau fibril FP 1% and Tau fluor cs -4%.
Cc1cc(C)c(O)c(-c2cc(C(=O)Nc3ccc(S(=O)(=O)N4CCOCC4)cc3)[nH]n2)c1 was read as Tau fibril ThT 1%, RECQ1 inh -3%, HTT ATP protect -94%[inhibitor][0.074 µM], TRb SRC2 PPI 8%, TexasRed fluor -3%, Tau fibril FP inconclusive and Tau fluor cs 14µM*[quencher].
`O=C(Cn1nnc(-c2ccc(S(=O)(=O)N3CCCC3)cc2)n1)NCC1CCCO1` (stereo unspecified) gave Tau fibril ThT -6%, RECQ1 inh -3%, HTT ATP protect -15%[10 µM], TRb SRC2 PPI 7%, TexasRed fluor -1%, Tau fibril FP -4% and Tau fluor cs -10%.
CCOC(=O)CC1=C(C#N)C(c2cccnc2)C(C(=O)OCC)=C(N)O1 (stereo unspecified) was read as Tau fibril ThT -18%, RECQ1 inh inactive, HTT ATP protect -6%, TRb SRC2 PPI -12%, TexasRed fluor 1%, Tau fibril FP inconclusive and Tau fluor cs -5%.
For CCN(CC)S(=O)(=O)c1ccc(NC(=O)CSc2ncnc3ccccc23)cc1 the results were Tau fibril ThT -19%, RECQ1 inh -2%, HTT ATP protect -9%[10 µM], TRb SRC2 PPI -5%, TexasRed fluor -1%, L3MBTL1 inh -6%, Tau fibril FP -7% and Tau fluor cs inconclusive.
COc1ccc(C2C(C(=O)N3CCN(c4ccccn4)CC3)CC(=O)N2c2ccc(OC)cc2)cc1 (stereo unspecified) was read as Tau fibril ThT -18%, RECQ1 inh -3%, HTT ATP protect -13%[10 µM], TRb SRC2 PPI 0%, TexasRed fluor -6%, L3MBTL1 inh 1%, Tau fibril FP 10% and Tau fluor cs 1%.
For O=Cc1[nH]c2ccccc2c1N(C(=O)CCl)c1ccc([N+](=O)[O-])cc1 the results were Tau fibril ThT 16µM*, RECQ1 inh -11%, HTT ATP protect 1%[10 µM], TRb SRC2 PPI 0%, TexasRed fluor -3%, L3MBTL1 inh -21%, Tau fibril FP inconclusive and Tau fluor cs inconclusive.
Screening CCCCc1ccc(NC(=S)N2CCCC(C)C2)cc1 (stereo unspecified) returned Tau fibril ThT inconclusive, RECQ1 inh inactive, HTT ATP protect -25%, TRb SRC2 PPI -1%, TexasRed fluor -5%, L3MBTL1 inh -7%[11.4 µM], Tau fibril FP 4% and Tau fluor cs -29%.
O=c1[nH]c2ccc(S(=O)(=O)Nc3cc(Cl)ccc3O)cc2o1 was read as Tau fibril ThT inconclusive, TRb SRC2 PPI -2%, TexasRed fluor inconclusive, Tau fibril FP -3% and Tau fluor cs inconclusive.
`CCOc1ccc(Cn2cc(F)c(=O)[nH]c2=O)cc1` gave Tau fibril ThT -5%, RECQ1 inh 6%, HTT ATP protect 2%[10 µM], TRb SRC2 PPI 1%, TexasRed fluor -4%, L3MBTL1 inh 1%, Tau fibril FP -3% and Tau fluor cs -7%.
Screening COc1ccc(C(=O)Nc2cccc(-c3cn4ccsc4n3)c2)c(OC)c1 returned Tau fibril ThT inconclusive, TRb SRC2 PPI -1%, TexasRed fluor -10%, Tau fibril FP 3% and Tau fluor cs -26%.
Cc1cccc(C)c1NC(=S)N(CCCN1CCOCC1)Cc1cccnc1 was read as Tau fibril ThT -4%, RECQ1 inh -39%, HTT ATP protect 19%, TRb SRC2 PPI -3%, TexasRed fluor -2%, Tau fibril FP -7% and Tau fluor cs -9%.
`O=C(c1ccccn1)N1CCN(S(=O)(=O)c2ccccc2)CC1` gave Tau fibril ThT 4%, RECQ1 inh -5%, HTT ATP protect -15%, TRb SRC2 PPI -4%, TexasRed fluor 1%, L3MBTL1 inh 8%, Tau fibril FP 1% and Tau fluor cs 1%.
Screening Cc1ccc(OCCCC(=O)NCc2ccco2)c(C)c1 returned Tau fibril ThT -4%, RECQ1 inh inactive, HTT ATP protect -27%, TRb SRC2 PPI -1%, TexasRed fluor -4%, L3MBTL1 inh -2%[11.4 µM], Tau fibril FP 6% and Tau fluor cs -2%.
Screening Cc1cc(CN(C)C(=O)c2cc(COc3ccc4ncccc4c3)on2)on1 returned Tau fibril ThT 7%, RECQ1 inh inconclusive, HTT ATP protect 14%[10 µM], TRb SRC2 PPI -2%, TexasRed fluor -6%, L3MBTL1 inh -4%, Tau fibril FP -4% and Tau fluor cs 7%.
COc1ccccc1-c1nc(SCC(=O)NCC2CCCO2)c2c(=O)n(C)c(=O)n(C)c2n1 (stereo unspecified) was read as Tau fibril ThT -4%, RECQ1 inh 10%, HTT ATP protect -11%, TRb SRC2 PPI -7%, TexasRed fluor -3%, Tau fibril FP -2% and Tau fluor cs -9%.
Screening O=C(O)CCNC(=O)c1ccc(NC(=O)Cc2ccc(Cl)cc2)cc1 returned Tau fibril ThT -3%, RECQ1 inh inconclusive, HTT ATP protect 16%, TRb SRC2 PPI 7%, TexasRed fluor 0%, Tau fibril FP 8% and Tau fluor cs -4%.
For Cc1cccc(CNc2nc(-c3cccnc3)nc3ccccc23)c1 the results were Tau fibril ThT -8%, RECQ1 inh -4%, HTT ATP protect -24%, TRb SRC2 PPI -6%, TexasRed fluor -3%, Tau fibril FP -8% and Tau fluor cs inconclusive.
Screening CN1CCN(c2ccccc2NC(=O)c2sc3ccccc3c2Cl)CC1 returned Tau fibril ThT 0%, RECQ1 inh inactive, TRb SRC2 PPI 2%, TexasRed fluor 4%, L3MBTL1 inh 1%, Tau fibril FP -2% and Tau fluor cs -12%.
CCOC(=O)c1c(C)[nH]c(C(=O)OCCOc2ccccc2C)c1C was read as Tau fibril ThT inconclusive, RECQ1 inh -4%, HTT ATP protect 6%[1.9 µM], TRb SRC2 PPI 0%, TexasRed fluor -3%, L3MBTL1 inh 5%, Tau fibril FP 0% and Tau fluor cs -18%.
`CCOC(=O)c1[nH]c2ccc(OCC)cc2c1NC(=O)CN1CCN(c2ccccn2)CC1` gave Tau fibril ThT -15%, RECQ1 inh -2%, HTT ATP protect -12%[0.074 µM], TRb SRC2 PPI 0%, TexasRed fluor -5%, L3MBTL1 inh -9%, Tau fibril FP inconclusive and Tau fluor cs -20%.
For CCN(CC)c1nc2ccccc2nc1-n1nc(C)cc1C the results were Tau fibril ThT -17%, RECQ1 inh inactive, HTT ATP protect 9%, TRb SRC2 PPI 0%, TexasRed fluor 0%, Tau fibril FP 1% and Tau fluor cs -10%.
